# Screens as filed in PubChem BioAssay.
# Vif-APOBEC3G blk: inhibitors of Vif-APOBEC3G interaction; Q9HC16; HeLa A3G-eYFP + Vif (tagged APOBEC3G with the HIV-1 protein that degrades it), YFP fluorescence, overnight; Potency, µM (doses to about 46.1 µM), for the others: at the highest dose activity, negative = active, hits mostly inhibitors; 0.076% of 410,000 active; AID 602310;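 further: potency means the concentration at half of the fitted maximal effect; on the % scale 0 is the no-effect control and ±100 the full control effect; nearly all actives have a fitted effect of over 60% in size; hits raise eYFP signal because A3G escapes Vif-driven loss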
#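 Read-out is eYFP fluorescence (Ex 488/Em 500-530) from Vif-expressing HeLa A3G-eYFP cells; more signal means A3G escaped Vif-mediated degradation. Cells plated overnight, compound pinned in, incubated overnight at 37 deg C.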
# Vif-A3F inh: blocks the Vif interaction with APOBEC3F; HeLa A3F-eYFP + Vif (tagged APOBEC3F with the HIV-1 protein that degrades it), YFP fluorescence increase; 0.2% of 390,000 active; Potency, µM (titrated, usually from 46.1 µM), without a hit: top-dose activity, negative = active; further: potency means the concentration at half of the fitted maximal effect; % of control where 0% means no effect; nearly all actives have a fitted effect of over 65% in size
#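 HeLa cells stably expressing Vif plus C-terminally eYFP-tagged A3F were seeded, incubated overnight at 37 deg C, dosed with compound, incubated overnight again at 37 deg C. Yellow fluorescence (Ex 488/Em 500-530) reported blocked Vif-mediated A3F-eYFP degradation.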
# USP1-UAF1 inh: inhibitors of human USP1/UAF1 deubiquitinase; O94782; recombinant USP1/UAF1, Ub-Rhodamine cleavage fluorescence; Potency, µM (doses to about 57.1 µM), for inactives: top-dose activity change, negative = inhibition, actives largely listed as inhibitors; 0.23% of 390,000 active; AID 743255; further: potency means the concentration at half of the fitted maximal effect; on the % scale 0 is the no-effect control and ±100 the full control effect; nearly all actives have a fitted effect of over 60% in size; inactives centre near -12
#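 In this screen, compounds sit with the deubiquitinase complex (1nM) for 15 min at room temperature before Ub-Rho is added at 150nM final. Fluorescence rise is then followed for 6 reads every 60 seconds.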
# IDH1 R132H inh: inhibitors of human mutant IDH1 R132H; 0.093% of 390,000 active; IDH1-R132H enzyme, NADPH consumption, diaphorase/resazurin fluorescence; O75874; Potency, µM (series often up to 76.6 µM), for inactives: top-dose activity change, negative = inhibition, hits mostly inhibitors; further: potency means the concentration at half of the fitted maximal effect; on the % scale 0 is the no-effect control and ±100 the full control effect; nearly all actives have a fitted effect of over 65% in size
# Target sequence (O75874 whole entry R132H, stated change not applied): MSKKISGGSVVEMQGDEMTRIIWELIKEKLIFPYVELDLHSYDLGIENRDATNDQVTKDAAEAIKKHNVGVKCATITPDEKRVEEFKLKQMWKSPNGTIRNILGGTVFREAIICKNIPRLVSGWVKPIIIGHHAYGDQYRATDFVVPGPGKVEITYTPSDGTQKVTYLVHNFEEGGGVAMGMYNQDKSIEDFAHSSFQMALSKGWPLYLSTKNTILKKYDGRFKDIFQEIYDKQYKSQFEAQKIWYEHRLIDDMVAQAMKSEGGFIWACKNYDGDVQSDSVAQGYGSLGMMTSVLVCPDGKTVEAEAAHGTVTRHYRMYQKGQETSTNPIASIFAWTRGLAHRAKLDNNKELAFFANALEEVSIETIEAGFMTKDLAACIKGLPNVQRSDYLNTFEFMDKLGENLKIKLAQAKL
#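 IDH1-R132H (0.5 ug/mL) preincubated 30 min with compound, then NADPH (0.016 mM) and alpha-KG (2 mM) added; 80 min at RT, pH 7.5. Remaining NADPH coupled via diaphorase/resazurin to fluorescence (540/590 nm); concentration-response curves normalized to no-enzyme control.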
# LDHA inh: LDHA (human) enzyme inhibition; P00338; purified LDHA, NADH/diaphorase-resazurin fluorescence; stronger effect = lower value; activity change, % (values are at about 110 or 230 µM); 0.15% of 480,000 active; in the data active means activity change below about -30%; inconclusive means mostly about -25% to -30%;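 further: plate controls were DMSO wells for no effect and wells without enzyme for full effect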
#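 LDH5 2 nM; NADH 0.06 mM, pyruvate 0.2 mM; 200 mM Tris pH 7.4, EDTA, Tween-20; 5 min RT. Detection: diaphorase 0.133 mg/mL + resazurin 37 µM, fluorescence ex540/em590 at 0 and 20 min; normalized to enzyme-free and DMSO wells.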
# RGS4 inh: blocks human RGS4-accelerated GTP hydrolysis; P49798; Transcreener GDP fluorescence polarization, RGS4-accelerated GTP hydrolysis; Potency, µM (series often up to 114 µM), without a hit: at the highest dose activity change, negative = inhibition, usual class: inhibitors; 0.039% of 390,000 active; AID 504845; further: potency means the concentration at half of the fitted maximal effect; on the % scale 0 is the no-effect control and ±100 the full control effect; nearly all actives have a fitted effect of over 75% in size; some results filed as inactive show a strong effect at the top dose
#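 MLSMR compounds (23 nl, pin-transferred) preincubated 10 min at room temperature with a 500nM (2x) first reagent, then RGS4 at 900nM (2x) plus Transcreener GDP mix added; fluorescence polarization (620/688 nm) read before and after 90 min at 30 °C.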
# TrxR1 inh: rat TrxR1 inhibition; 1% of 390,000 active; Potency, µM (doses to about 114 µM), for inactives: top-dose activity change, negative = inhibition, most hits filed as inhibitors; O89049; recombinant rTrxR1, NADPH fluorescence consumption, selenite substrate; further: potency means the concentration at half of the fitted maximal effect; on the % scale 0 is the no-effect control and ±100 the full control effect; nearly all actives have a fitted effect of over 65% in size
# Target sequence (O89049 whole entry, looked up): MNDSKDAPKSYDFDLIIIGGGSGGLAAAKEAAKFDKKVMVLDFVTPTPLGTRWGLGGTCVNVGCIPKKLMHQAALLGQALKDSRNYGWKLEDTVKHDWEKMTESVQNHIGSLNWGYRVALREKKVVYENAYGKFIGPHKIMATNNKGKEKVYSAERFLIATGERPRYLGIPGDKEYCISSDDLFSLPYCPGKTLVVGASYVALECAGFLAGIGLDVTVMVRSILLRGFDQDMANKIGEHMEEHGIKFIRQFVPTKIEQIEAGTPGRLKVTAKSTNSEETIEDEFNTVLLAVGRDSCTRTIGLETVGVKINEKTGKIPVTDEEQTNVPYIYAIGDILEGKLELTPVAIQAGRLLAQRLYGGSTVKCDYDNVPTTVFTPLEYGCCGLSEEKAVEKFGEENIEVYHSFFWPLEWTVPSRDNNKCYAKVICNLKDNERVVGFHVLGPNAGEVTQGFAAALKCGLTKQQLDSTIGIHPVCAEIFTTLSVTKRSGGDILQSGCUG
#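 Rat TrxR1 (90 nM in the dispensed reagent) was pre-reduced with 400 uM NADPH for 5 min at room temperature, then incubated with compound for 15 min. After 400 uM selenite was added, NADPH fluorescence (Ex 340/Em 450 nm) was followed for 8 min.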
# Glioma ERSR ind: ER stress response induction in glioma; 0.02% of 420,000 active; U87-MG GRP78 promoter luciferase reporter, 16 h; AID 602332; Potency, µM, for inactives: at the top dose activation, actives largely listed as activators; further: potency means the concentration at half of the fitted maximal effect; series mostly up to about 76 µM; % of control where 0% means no effect; nearly all actives have a fitted effect of over 35% in size
#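 ERSR induction read as luciferase luminescence (Bright-Glo, 10 min at room temperature) in stably transfected human U87-MG glioma cells exposed to compounds for 16 h, using GRP78 as sensor.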
# TrxR1 substrate: substrates of rat thioredoxin reductase 1. O89049. AID 588456. purified TrxR1 substrate turnover, NADPH consumption readout. 0.01% of 390,000 active. Potency, µM (doses to about 114 µM), without a hit: at the highest dose activity change, negative = substrate turnover; further: potency means the concentration at half of the fitted maximal effect; on the % scale 0 is the no-effect control and ±100 the full control effect; nearly all actives have a fitted effect of over 50% in size
#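 Rat TrxR1, dispensed at 90 nM, was prereduced with 400 uM NADPH (final) for 5 min at ~22 deg C, then incubated with compound 15 min before 400 uM selenite. A first-read NADPH fluorescence drop versus no-compound background flagged substrates.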
# Numbers without * were called inactive; ? = inconclusive; nt = not tested or not shown; [ ] = remark or other dose. Unless noted, the call rests on the fitted dose curve; in most records, active means well fitted curve in the direction sought with a large enough effect; inconclusive means small, poorly fitted or top-dose-only effect, or another doubt; inactive means no such curve, though single readings can be large; an effect the other way counts as inactive or inconclusive.
SMILES,Vif-APOBEC3G blk,Vif-A3F inh,USP1-UAF1 inh,IDH1 R132H inh,LDHA inh,RGS4 inh,TrxR1 inh,Glioma ERSR ind,TrxR1 substrate
O=C(NC(C(=O)c1ccccc1)N1CCOCC1)c1ccccc1 (stereo not drawn),0%,4%,-15%,5%,-4,-28%,12%[57.1 µM],-2%,23%[57.1 µM]
O=C(Nc1nc2ccccc2s1)Nc1ccc(F)cc1F,-8%,2%,-16%,-11%,0,-13%,39%[activator],3%,5%
CC1=NNC(=O)/C1=C\c1cn(-c2ccccc2)nc1-c1ccc(F)cc1,?,-27%,?,-16%,-1,?,-10%[57.1 µM],-13%,8%[57.1 µM]
CC(=O)NCCc1nc2cc(NC(=O)c3cccs3)ccc2n1C,3%,13%,-14%,0%,-6,-12%,5%[57.1 µM],-2%,5%[57.1 µM]
Cc1ccc(Cl)c(OCCN2CCCC(C)C2)c1 (stereo not drawn),-1%,-7%,-2%,8%,-17,9%,-13%,0%,-12%
CCOc1ccc(NC(=O)CN2CCSc3ccc(S(=O)(=O)N4CCCC4)cc32)cc1,1%,-3%,-25%,-11%,-2,-15%,7%[57.1 µM],-1%,-7%[57.1 µM]
Cc1ccc(C(=O)Nc2ccccc2C(=O)Nc2ccccn2)cc1Cl,2%,1%,?,7%,5,-49%,11%[57.1 µM],-2%,15%
COC(=O)[C@@]12CCCCN1[C@H](c1ccc(-c3cccc(Cl)c3)c(OC)c1)[C@H]1C(=O)N(C)C(=O)[C@H]12,-3%,7%,-14%,-7%,-6,0%,22%,0%,2%
Cc1ccc(S(=O)(=O)NCc2ccc3[nH]c(C)cc3c2)cc1,1%,-2%,-17%,-6%,-3,4%,5%[57.1 µM],-2%,-3%[57.1 µM]
CC(=O)n1cc([C@@H]2C=C(C(=O)NCc3ccccc3)O[C@H](OCCCCO)C2)c2ccccc21,-9%,-1%,-20%,2%,27,0%,-9%,-5%,-1%
CC(=O)Nc1cccc(NC(=O)CS(=O)(=O)c2cn(CC(=O)N(C(C)C)C(C)C)c3ccccc23)c1,-9%,-2%,-23%,?,2,-7%,14%,0%,4%
O=C(CSC1=NS(=O)(=O)c2ccccc2N1)Nc1ccc(F)cc1,0%,-8%,-1%,-7%,-9,-1%,19%,0%,-14%[57.1 µM]
O=C(CN(C(=O)c1csnn1)c1ccc(F)c(Cl)c1)NCc1ccc(F)cc1,2%,15%,-18%,-1%,-4,-14%,11%[57.1 µM],-7%,11%[0.0914 µM]
CCOc1ccc2nc(SCc3ccc(CC(=O)O)cc3)c(C#N)cc2c1,-4%,0%,-5%,-9%,0,-22%,8%[57.1 µM],-13%,8%[57.1 µM]
N#Cc1ccc(C(=O)NCc2ccc3c(c2)CCN3C(=O)c2ccc(F)cc2)cc1,-5%,-8%,-16%,-28%,-1,-40%,5%[57.1 µM],-2%,-1%[57.1 µM]
COC(=O)/C=C1/N/C(=N\c2nc(C)cc(C)n2)N(c2cccc(C)c2)C1=O,0%,6%,-20%,3%,-2,-11%,-36%,-8%,-20%
O=C(NCc1cccc(Br)c1)C1CC(c2cc(C(F)(F)F)cc(C(F)(F)F)c2)=NO1 (stereo not drawn),5%,-5%,-19%,-3%,0,7%,3%,-4%,-6%
Cn1ccc2cc(OCc3ccccc3)ccc21,-1%,3%,-7%,3%,-15,-12%,-5%,3%,3%[57.1 µM]
O=C(Nc1cccc(Cl)c1)C1CCN(S(=O)(=O)Cc2ccccc2)CC1,2%,1%,-24%,39%[activator],-14,0%,16%,-3%,7%
CCN(CC)CCCNC(=O)Cn1cc2c(n1)CCC(C)C2 (stereo not drawn),-3%,0%,-14%,0%,-4,17%,-6%[57.1 µM],-2%,4%[57.1 µM]
CCOc1ccccc1NC(=S)NC1CCCCC1,1%,-2%,-6%,3%,-7,12%,-21%,-4%,-12%
O=C(CSc1nc2ccccc2o1)NC1CCCC1,2%,11%,-4%,13%,-9,-9%,26%[57.1 µM],-3%,10%[57.1 µM]
N#Cc1nc(COc2ccccc2)oc1N1CCN(c2cccc(Cl)c2)CC1,-4%,2%,-10%,3%,3,-8%,2%[57.1 µM],7%,13%[57.1 µM]
COc1ccccc1C(c1nnnn1C(C)(C)C)N1CCN(Cc2ccccc2)CC1 (stereo not drawn),0%,2%,-8%,2%,-2,1%,21%,-4%,3%
CC(C)(C)N(NC(=O)Nc1ccccc1)C(=O)c1ccccc1Cl,4%,3%,-11%,-4%,-5,5%,-2%,-2%,2%

# (continued)
SMILES,Vif-APOBEC3G blk,Vif-A3F inh,USP1-UAF1 inh,IDH1 R132H inh,LDHA inh,RGS4 inh,TrxR1 inh,Glioma ERSR ind,TrxR1 substrate
Cc1nc2ccccc2c2oc(C(=O)Nc3ccc4c(c3)OCCO4)cc12,1%,?,-11%,1%,-12,-25%,10%[57.1 µM],0%,6%[57.1 µM]
Clc1ccc(-c2nnc(-c3ccc(Br)o3)o2)c(Cl)c1,1%,3%,-2%,3%,2,-17%,8%,4%,22%
CCCN1C(=O)/C(=C/c2ccco2)SC1=Nc1ccc(OC)cc1,-3%,4%,-15%,5%,-2,-19%,-23%,-2%,-1%
O=C1NCCN1CCNS(=O)(=O)c1cc(C(F)(F)F)cc(C(F)(F)F)c1,1%,1%,-18%,7%,-1,15%,22%,4%,7%
CC(=O)c1cc(CCC(=O)NC2CCCCCC2)oc1C,-4%,-5%,-14%,-6%,-4,4%,3%,-3%,4%
CC(C)c1ccc(N2C(=NC(=O)C3CC3)SC3CS(=O)(=O)CC32)cc1 (stereo not drawn),8%,-4%,-25%,0%,0,-5%,-7%,2%,-5%
CC/C(=N\NC(=S)Nc1ccc(OC)cc1)c1ccc(OC(F)F)cc1,-25%,-17%,-21%,3%,1,4%,-2%[57.1 µM],-2%,-23%[57.1 µM]
CCN(CC(=O)Nc1ccccc1C(F)(F)F)C(=O)CSCc1ccc(C)cc1,0%,5%,-5%,6%,-5,7%,-11%,-4%,-14%
CCN(C(=O)C1CCCN(c2ncnc3onc(-c4ccc(F)cc4)c23)C1)c1ccccc1 (stereo not drawn),0%,9%,-10%,5%,16,18%,12%,-1%,12%[0.457 µM]
COc1cc(/C=C(\C#N)C(=O)NC2CCCCC2C)ccc1OS(=O)(=O)c1ccc(C)cc1 (stereo not drawn),?,-26%,0%,-6%,-8,1%,?,?,3%
Cc1ccc(NC2c3ncccc3C(=O)N2c2ccccc2C)cc1C (stereo not drawn),0%,-13%,0%,?,7,-15%,-14%,2%,-14%
C#CCN(C(=O)c1ccc(OC2CCN(C(=O)CCOC)CC2)cc1)C1CCCCC1,9%,0%,-3%,0%,-3,3%,10%,-2%,1%
CCOC(=O)C1=C(CN2CCN(c3ccc(Cl)cc3)CC2)NC(=O)NC1c1ccc(F)cc1 (stereo not drawn),-7%,-5%,-3%,-9%,1,-13%,9%,-4%,-1%
O=C(CSc1cccc2cccnc12)Nc1ccc(S(=O)(=O)N2CCOCC2)cc1,-9%,0%,-11%,5%,-2,-26%,27%,-4%,44%[activator]
CC(C)CNc1oc(-c2ccco2)nc1C#N,-1%,-12%,-7%,18%,-9,22%,56%[activator][57.1 µM],-5%,47%[activator][57.1 µM]
CCc1ccccc1NC(=O)N1CCCn2nc(C)cc21,nt,nt,-26%,nt,0,-14%,15%,nt,6%
CCOC(=O)N1CCN(C(=O)c2ccc(Cl)c(S(=O)(=O)N3CCOCC3)c2)CC1,-3%,0%,2%,8%,3,-17%,28%[57.1 µM],4%,8%[57.1 µM]
CCN(CC)CCNC(=O)C1CCCN(c2nnc(C)c3c(C)n(-c4ccc(Cl)cc4)nc23)C1 (stereo not drawn),3%,-11%,-12%,20%,5,-9%,-3%,-2%,5%
CCC(C)c1ccc(NC(=O)CSc2nncn2N)cc1 (stereo not drawn),-8%,4%,-12%,0%,-2,-19%,-6%,0%,-6%
CN1CCN(C(=O)c2ccccc2-c2nc(-c3ccccc3)no2)CC1,-3%,1%,-19%,4%,-6,-30%,15%[57.1 µM],7%,11%[57.1 µM]
CC(=O)N1CCc2cc(CNS(=O)(=O)c3cccs3)ccc21,4%,2%,15%,17%,1,3%,12%[57.1 µM],2%,4%[57.1 µM]
CC(C)(C)c1ccc(/C=N/N2CCN(c3ccccn3)CC2)cc1,-3%,0%,-14%,-4%,-8,-7%,18%,1%,1%[57.1 µM]
COc1ccc(NC(=S)N2CCC(NC(=O)c3cccc(F)c3)CC2)cc1,1%,4%,-9%,0%,-10,14%,-4%,-6%,1%
Cc1cc(N2CCN(Cc3cn(C)nc3-c3cccc(Cl)c3)CC2)cc(C)n1,-28%,4%,3%,9%,6,-21%,18%[57.1 µM],-6%,-3%
Cc1ccc2nc(-c3ccccn3)cc(C(=O)NCCc3ccc(F)cc3)c2c1,1%,-1%,-5%,7%,0,-15%,-12%,-6%,-8%

# The list is partial, so the mix of outcomes need not match the whole.
